DRD3 agonist: D3 dopamine receptor (human) agonism. max activation, %. 410,000 compounds, 0.58% hits. P35462. AID 652048. D3R DiscoveRx beta-arrestin cells, luminescence, 90 min; in the data active = max activation above about 30%; note: 0% is about no effect; mostly tested at two doses, the higher about 12 µM
Target sequence (P35462 whole entry, looked up): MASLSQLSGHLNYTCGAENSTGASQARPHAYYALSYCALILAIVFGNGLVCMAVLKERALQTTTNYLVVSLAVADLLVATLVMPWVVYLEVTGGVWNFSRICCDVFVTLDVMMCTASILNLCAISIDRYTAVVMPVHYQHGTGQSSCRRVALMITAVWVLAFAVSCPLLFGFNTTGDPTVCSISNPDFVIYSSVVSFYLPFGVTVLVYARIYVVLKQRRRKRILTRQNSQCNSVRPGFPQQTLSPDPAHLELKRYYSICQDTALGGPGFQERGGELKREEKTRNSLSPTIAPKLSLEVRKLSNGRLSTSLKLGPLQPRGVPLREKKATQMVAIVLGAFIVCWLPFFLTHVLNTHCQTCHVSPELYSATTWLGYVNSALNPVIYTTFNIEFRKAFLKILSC
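Agonist mode: compounds and dopamine controls were applied to plated cells for 90 min at 37 degrees C after an overnight attachment at 1500 cells/well. Luminescent read-out followed 30 - 60 minutes at room temperature with DiscoveRx detection reagent.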
HEK293 tox: cytotoxic in the GLP-1 receptor inverse agonist counter-screen. HEK293 cAMP-luciferase reporter cells, luminescence, 24 h. Potency, µM (highest dose often 38.3 µM), inactives show at the highest dose activity change, negative = inhibition, most hits filed as inhibitors. 410,000 compounds, 0.13% hits. AID 624418;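 note: loss of luciferase light is scored as toxicity; potency is the fitted concentration of half-maximal effect; % is set by controls: 0 for no effect and ±100 for the full control effect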
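To flag toxic compounds, the library was rerun on cells for 24 hr at 37 deg C and 5% CO2. Viability-linked luminescence was captured 12 min after adding luciferase detection reagent.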
GLP-1R agonist: agonists of human GLP-1 receptor | 380,000 compounds, 0.007% hits | HEK293 GLP-1R CRE-luciferase, luminescence, 4-6 h; cells express a hypersensitive GLP-1R form | P43220 | Potency, µM (series often up to 45.6 µM), inactives show top-dose activation, usual class: activators; note: potency is the fitted concentration of half-maximal effect; % of control where 0% means no effect
Target sequence (P43220 whole entry, looked up): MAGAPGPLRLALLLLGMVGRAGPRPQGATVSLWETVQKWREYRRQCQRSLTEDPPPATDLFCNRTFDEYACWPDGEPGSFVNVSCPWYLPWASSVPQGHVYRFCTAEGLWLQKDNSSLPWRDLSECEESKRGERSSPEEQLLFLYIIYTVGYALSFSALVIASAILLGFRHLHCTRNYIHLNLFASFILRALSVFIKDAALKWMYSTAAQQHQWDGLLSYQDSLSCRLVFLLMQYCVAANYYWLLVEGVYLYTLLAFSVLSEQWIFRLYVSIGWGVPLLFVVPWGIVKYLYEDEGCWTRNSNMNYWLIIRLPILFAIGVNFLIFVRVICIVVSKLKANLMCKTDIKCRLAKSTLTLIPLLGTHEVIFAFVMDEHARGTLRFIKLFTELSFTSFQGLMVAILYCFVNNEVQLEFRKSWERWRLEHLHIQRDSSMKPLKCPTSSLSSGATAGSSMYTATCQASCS
GLP1R inv ag: acts as inverse agonist at human GLP-1 receptor; P43220; AID 624417; 410,000 compounds, 1.6% hits; Potency, µM (doses to about 38.3 µM), inactives show top-dose activity change, negative = inhibition, usual class: inhibitors; HEK293 GLP-1R CRE-luciferase, luminescence, 24 h; GLP-1R form is constitutively active; note: potency is the fitted concentration of half-maximal effect; % is set by controls: 0 for no effect and ±100 for the full control effect; nearly all actives have a fitted effect of over 55% in size
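Inverse agonists were sought by their lowering of basal cAMP reporter luciferase output in HEK293 cells stably carrying constitutively active human GLP-1R, after 24 h compound treatment.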
* = called active by the depositor; ? = inconclusive; nt = no result given; & = joins results of further samples; [ ] = dose if it differs, or a comment. Unless noted, calls come from the whole dose curve; as a rule, active = well fitted curve in the direction sought with a large enough effect; inconclusive = small, poorly fitted or top-dose-only effect, or another doubt; inactive = no such curve, though single readings can be large; an effect the other way counts as inactive or inconclusive. The list is partial; count on the stated rates, not on these rows.

Sample of the layout:
Key to letters: A = DRD3 agonist; B = HEK293 tox; C = GLP-1R agonist; D = GLP1R inv ag
compound: C=CCN(C1=NCCN1)c1c(Cl)cccc1Cl
  A = -13	B = nt	C = 1%	D = nt

compound: CCCSP(=O)(OCC)SCCC
  A = 8	B = nt	C = 12%[96 µM]	D = nt

compound: CCc1cc(OC)c(C[C@H](C)N)cc1OC
  A = 2	B = nt	C = 10%[96 µM]	D = nt

compound: C[N+]1(C)CCCCC1COC(=O)C(O)(c1ccccc1)c1ccccc1 (stereo unspecified)
  A = -5	B = nt	C = 9%	D = nt

compound: COc1cc(CC(C)N)cc2c1OCO2 (stereo unspecified)
  A = -7	B = nt	C = -6%[96 µM]	D = nt

The listing, previewed entries included:
Key to letters: A = DRD3 agonist; B = HEK293 tox; C = GLP-1R agonist; D = GLP1R inv ag
compound: C=CCN(C1=NCCN1)c1c(Cl)cccc1Cl
  A = -13	B = nt	C = 1%	D = nt

compound: CCCSP(=O)(OCC)SCCC
  A = 8	B = nt	C = 12%[96 µM]	D = nt

compound: CCc1cc(OC)c(C[C@H](C)N)cc1OC
  A = 2	B = nt	C = 10%[96 µM]	D = nt

compound: C[N+]1(C)CCCCC1COC(=O)C(O)(c1ccccc1)c1ccccc1 (stereo unspecified)
  A = -5	B = nt	C = 9%	D = nt

compound: COc1cc(CC(C)N)cc2c1OCO2 (stereo unspecified)
  A = -7	B = nt	C = -6%[96 µM]	D = nt

compound: O=c1n(Cl)c(=O)n(Cl)c(=O)n1Cl
  A = -4	B = nt	C = -1%	D = nt

compound: CCC1(CC)C(=O)NC(=O)N(C)C1=O
  A = 0	B = nt	C = -4%	D = nt

compound: O=C1C(I)=CC(=C(c2cc(I)c(O)c(I)c2)c2ccccc2C(=O)O)C=C1I
  A = 14&3	B = nt	C = -1%	D = nt

compound: COc1cccc(C(=O)CCN[C@@H](C)[C@H](O)c2ccccc2)c1
  A = -12	B = nt	C = 15%	D = nt

compound: CN1C(=S)CN=C(c2ccccc2)c2cc(Cl)ccc21
  A = 0	B = nt	C = 4%	D = nt

compound: c1ccc2sc(SNC3CCCCC3)nc2c1
  A = 10	B = nt	C = -1%	D = nt

compound: O=C(NC(=O)c1c(F)cccc1F)Nc1cc(Cl)c(OC(F)(F)C(F)C(F)(F)F)cc1Cl (stereo unspecified)
  A = 7	B = nt	C = 4%	D = nt

compound: CN1C(=O)CC(=O)N(c2ccccc2)c2cc(Cl)ccc21
  A = 2	B = nt	C = 15%	D = nt

compound: COP(=S)(OC)Oc1ccc(S(N)(=O)=O)cc1
  A = 4	B = nt	C = 15%	D = nt

compound: C#CC(C)(O)CC (stereo unspecified)
  A = -2	B = nt	C = 5%	D = nt

A draw from above in order of heavy-atom count, ascending:
Key to letters: A = DRD3 agonist; B = HEK293 tox; C = GLP-1R agonist; D = GLP1R inv ag
compound: CN1C(=S)CN=C(c2ccccc2)c2cc(Cl)ccc21
  A = 0	B = nt	C = 4%	D = nt

compound: CN1C(=O)CC(=O)N(c2ccccc2)c2cc(Cl)ccc21
  A = 2	B = nt	C = 15%	D = nt

compound: COc1cccc(C(=O)CCN[C@@H](C)[C@H](O)c2ccccc2)c1
  A = -12	B = nt	C = 15%	D = nt

(continued)
Key to letters: A = DRD3 agonist; B = HEK293 tox; C = GLP-1R agonist; D = GLP1R inv ag
compound: CN(C)CCO
  A = -1	B = nt	C = ?	D = nt

compound: CCCCCCCCCCCC[N+](C)(C)CCOc1ccccc1
  A = -25	B = nt	C = 0%	D = nt

compound: CN1C(=O)CN=C(c2ccccc2)c2cc([N+](=O)[O-])ccc21
  A = 1	B = nt	C = ?	D = nt

compound: CCN(CC)C(C)C(=O)c1ccccc1 (stereo unspecified)
  A = -2	B = nt	C = 2%	D = nt

compound: CCN(CC)C(=O)/C(Cl)=C(\C)OP(=O)(OC)OC
  A = -13	B = nt	C = 8%	D = nt

compound: C[N+](C)(C)CCOC(=O)C(O)(c1ccccc1)c1ccccc1
  A = 8	B = nt	C = 1%	D = nt

compound: CN(C)CCc1c[nH]c2ccccc12
  A = -13	B = nt	C = 2%[147 µM]	D = nt

compound: CC(=O)OC1(c2ccccc2)CCN(CCc2ccccc2)CC1
  A = -11	B = nt	C = 0%[96 µM]	D = nt

compound: ClC(Cl)(Cl)Cl
  A = 6	B = nt	C = -4%	D = nt

compound: OC(O)C(Cl)(Cl)Cl
  A = -8	B = nt	C = -2%	D = nt

compound: Cc1ccc(Cn2c(SCc3ccc(C(=O)NC4CCCC4)cc3)nc3ccncc32)cc1
  A = 0	B = -9%	C = nt	D = ?

compound: COc1ccc(-c2nc(CN3C(=O)CN=C(c4ccccc4)c4ccccc43)c(C)o2)cc1OC
  A = 10	B = 0%	C = nt	D = 8%

compound: CCN(Cc1ccccc1)S(=O)(=O)c1ccc2c(c1)CCCN2C(C)=O
  A = 7	B = 1%	C = nt	D = ?

compound: COc1cccc(C2SCC(=O)Nc3c2c(C)nn3-c2ccc(C)c(Cl)c2)c1OC (stereo unspecified)
  A = -25	B = -17%	C = nt	D = ?

compound: COc1ccc(S(=O)(=O)N(CC(=O)NCc2ccccc2OC)c2ccc(C)cc2)cc1
  A = -10	B = -20%	C = nt	D = 3.2µM*

Two records picked at random from those above, as already listed:
Key to letters: A = DRD3 agonist; B = HEK293 tox; C = GLP-1R agonist; D = GLP1R inv ag
compound: CCCCCCCCCCCC[N+](C)(C)CCOc1ccccc1
  A = -25	B = nt	C = 0%	D = nt

compound: CCN(Cc1ccccc1)S(=O)(=O)c1ccc2c(c1)CCCN2C(C)=O
  A = 7	B = 1%	C = nt	D = ?

Further compounds:
Key to letters: A = DRD3 agonist; B = HEK293 tox; C = GLP-1R agonist; D = GLP1R inv ag
compound: O=C(NCCc1ccc(F)cc1)C(=O)NCC(c1cccs1)S(=O)(=O)c1ccc(Cl)cc1 (stereo unspecified)
  A = 3	B = -4%	C = nt	D = ?

compound: COc1ccc(NC(=O)CCS(=O)(=O)c2nc(-c3cccs3)cc(C(F)(F)F)n2)cc1
  A = -23	B = ?	C = nt	D = ?

compound: CCOC(=O)N1CCN(C(=O)Cn2ncc3c4ccccc4n(Cc4ccc(F)cc4)c3c2=O)CC1
  A = 7	B = -25%	C = nt	D = ?

compound: CN(C(=O)CSc1nc2ccc(NC(=O)COc3ccccc3)cc2s1)c1ccccc1
  A = -1	B = -18%	C = nt	D = ?

compound: CCc1cccc(NC(=O)C2CCN(S(=O)(=O)c3ccc(Br)s3)CC2)c1
  A = 4	B = -5%	C = nt	D = ?

compound: COc1cc(C(=O)NCCSc2c(-c3ccccc3)[nH]c3ccccc23)cc(OC)c1OC
  A = 1	B = 2%	C = nt	D = ?

compound: O=c1c2ccccc2nc(/C=C/c2cccc3ccccc23)n1-c1ccc(Cl)cc1
  A = 2	B = -15%	C = nt	D = 4%

compound: CC(C)(C)c1ccc(C(=O)Nc2ccc(Cl)cc2C(=O)c2ccccc2)cc1
  A = 4	B = 1%	C = nt	D = -16%

compound: Cc1ccc(-n2c(/C=C/c3cc(Br)cs3)nc3ccccc3c2=O)cc1C
  A = 8	B = 14%	C = nt	D = ?

compound: Cc1cccc(OCC(=O)N2CCN(CCc3ccccn3)CC2)c1
  A = 9	B = -4%	C = nt	D = -6%

compound: CC(C)c1ccc(NC(=O)c2ccc3c(c2)CCN3S(=O)(=O)c2ccccc2)cc1
  A = -17	B = -25%	C = nt	D = ?

compound: Cc1cc(N2CCN(C)CC2)nc2ccc(NC(=O)c3ccc(C(C)(C)C)cc3)cc12
  A = -6	B = ?	C = nt	D = ?

compound: CCC(=O)N1CC(=O)Nc2ccc(C)cc2C1c1ccc(F)cc1 (stereo unspecified)
  A = -16	B = -4%	C = nt	D = 1%

compound: CCc1ccc(-n2nc(C)c3c2NC(=O)CSC3c2ccc(OC)cc2OC)cc1 (stereo unspecified)
  A = -20	B = -1%	C = nt	D = ?

compound: O=C(Nc1ccc(Br)cc1C(=O)c1ccccc1Cl)c1ccc(Br)cc1
  A = 2	B = -1%	C = nt	D = 3%

Full records as entered above. Order of values: DRD3 agonist, HEK293 tox, GLP-1R agonist, GLP1R inv ag
COc1cccc(C(=O)CCN[C@@H](C)[C@H](O)c2ccccc2)c1 reads -12, nt, 15%, nt
O=C(Nc1ccc(Br)cc1C(=O)c1ccccc1Cl)c1ccc(Br)cc1 reads 2, -1%, nt, 3%
O=c1c2ccccc2nc(/C=C/c2cccc3ccccc23)n1-c1ccc(Cl)cc1 reads 2, -15%, nt, 4%
O=C1C(I)=CC(=C(c2cc(I)c(O)c(I)c2)c2ccccc2C(=O)O)C=C1I reads 14&3, nt, -1%, nt
CN(C)CCO reads -1, nt, ?, nt

(further entries)
Key to letters: A = DRD3 agonist; B = HEK293 tox; C = GLP-1R agonist; D = GLP1R inv ag
compound: Cc1ccc(NC(=O)CN2C(=O)CN=C(c3ccccc3)c3ccccc32)cc1
  A = -3	B = -7%	C = nt	D = -25%

compound: CCn1c(CN2CCN(C)CC2)nc2ccccc21
  A = 7	B = 6%	C = nt	D = 2%

compound: N#Cc1cc([N+](=O)[O-])ccc1NC(=O)c1cccn(Cc2cccc(F)c2)c1=O
  A = -12	B = 1%	C = nt	D = 4%

compound: Cc1cccc(Cn2cccc(C(=O)Nc3ccc(F)cc3F)c2=O)c1
  A = -8	B = 0%	C = nt	D = -3%

compound: Cc1ccc(S(=O)(=O)N(CC(=O)NCCSc2ccc(Cl)cc2)c2ccccc2C)cc1
  A = 6	B = -3%	C = nt	D = 11µM*

compound: COc1ccc(OCC(=O)N2CCN(CCc3ccncc3)CC2)cc1
  A = -12	B = 7%	C = nt	D = -14%

compound: Cc1ccc(-n2c(/C=C\c3ccc(F)cc3)nc3ccccc3c2=O)cc1Cl
  A = -6	B = -2%	C = nt	D = -4%

compound: Cc1cccc(-n2c(/C=C/c3c[nH]c4ccccc34)nc3ccccc3c2=O)c1
  A = 17	B = -13%	C = nt	D = -5%

compound: O=C(COc1ccccc1Cl)N1CCN(CCc2ccncc2)CC1
  A = -28	B = -32%	C = nt	D = 1%

compound: CCOc1ccc2nc(NC(=O)c3cccn(Cc4ccc(C)cc4)c3=O)sc2c1
  A = -12	B = -1%	C = nt	D = 3%

compound: CN(C)c1cccc(C(=O)Nc2nc3ccc(S(=O)(=O)NC(C)(C)C)cc3s2)c1
  A = 7	B = -2%	C = nt	D = ?

compound: Cc1ccc(CNC(=O)CCCn2c(=O)c3sccc3n(CC(=O)Nc3c(C)cccc3C)c2=O)cc1
  A = 4	B = 3%	C = nt	D = 5%

Bioassay records from PubChem.
